Screens deposited in PubChem BioAssay by several laboratories.
DSG3 Ab inh: inhibitors of pemphigus antibody binding to human desmoglein-3. 310,000 compounds, 0.48% hits. binding (percent of control), % at 10 µM. AID 588358. P32926. DSG3-coupled beads, scFv-anti-DSG3-GFP binding, flow cytometry; hits give low values;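 active means binding more than 3 SD below its plate's average and above zero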;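 further: hits lower antibody fragment binding to DSG3; some compounds called inactive have numbers as strong as hits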
Target sequence (P32926 whole entry, looked up, the tested form may be a part): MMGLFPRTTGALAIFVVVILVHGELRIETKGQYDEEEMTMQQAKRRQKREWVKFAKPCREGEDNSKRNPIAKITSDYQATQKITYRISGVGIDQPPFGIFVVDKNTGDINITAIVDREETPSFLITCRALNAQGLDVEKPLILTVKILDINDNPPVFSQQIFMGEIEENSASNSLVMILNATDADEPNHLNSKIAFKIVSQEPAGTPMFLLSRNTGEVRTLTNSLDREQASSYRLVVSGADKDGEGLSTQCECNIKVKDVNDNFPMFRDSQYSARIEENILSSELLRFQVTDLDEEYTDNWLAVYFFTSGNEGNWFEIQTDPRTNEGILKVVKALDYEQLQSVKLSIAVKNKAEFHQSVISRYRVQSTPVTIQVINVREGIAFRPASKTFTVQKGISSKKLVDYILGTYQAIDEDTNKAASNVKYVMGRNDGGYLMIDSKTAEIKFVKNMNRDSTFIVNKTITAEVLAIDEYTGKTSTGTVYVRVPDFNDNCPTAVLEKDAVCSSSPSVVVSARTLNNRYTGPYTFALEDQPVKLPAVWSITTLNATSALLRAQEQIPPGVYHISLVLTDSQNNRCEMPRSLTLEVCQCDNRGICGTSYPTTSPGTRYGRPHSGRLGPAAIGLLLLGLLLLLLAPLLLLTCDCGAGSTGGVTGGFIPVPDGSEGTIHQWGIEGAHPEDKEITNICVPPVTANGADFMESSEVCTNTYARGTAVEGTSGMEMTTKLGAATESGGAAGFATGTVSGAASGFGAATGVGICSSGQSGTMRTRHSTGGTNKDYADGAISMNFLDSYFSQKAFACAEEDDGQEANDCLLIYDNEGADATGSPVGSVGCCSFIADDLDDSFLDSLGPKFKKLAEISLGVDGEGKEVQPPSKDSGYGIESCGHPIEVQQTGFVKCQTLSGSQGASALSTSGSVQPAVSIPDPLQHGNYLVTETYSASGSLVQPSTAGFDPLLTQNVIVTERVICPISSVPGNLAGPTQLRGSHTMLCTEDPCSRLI
PfHsp90 yeast 2: reduces growth (ATP signal) of yeast expressing P. falciparum Hsp90 | S. cerevisiae expressing PfHsp90, BacTiter-Glo ATP, 48 h; yeast lacking PDR1 and PDR3 efflux regulators | inhibition, % at 9.4 µM | 310,000 compounds, 0.32% hits;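 active means every replicate shows inhibition above about 80%, whatever the replicate mean, limit read from the data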;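 further: 0% = DMSO neutral controls and 100% = 20 µM radicicol positive controls; yeast relying on Plasmodium falciparum Hsp90 in place of its own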
PKA-R1A activ: PKA-R1A complex activation | P00514+P68181 | PKA-R1A dissociation, Cy5-IP20 fluorescence polarization; scaled: DMSO 0%, 113 µM cGMP 100% | activation, % at 11.4 µM | 340,000 compounds, 0.083% hits;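 active means percent activation above the mean of all tested compounds plus 3 SD, cut at about 19% in these data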;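 further: higher means more PKAc released from R1A so a rise in polarization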
SUMO Mot1 rescue: SUMOylation pathway inhibition by Mot1-301 growth rescue | growth rescue, % at 18.8 µM | 320,000 compounds, 1% hits | S. cerevisiae Mot1-301 growth rescue, ATP luminescence, 38.5C; percent above DMSO median, 100 means doubled;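 active means every valid replicate shows activation above 250% relative to neutral control wells; inactive means the rest, any valid replicate at or below 250%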;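 further: OY570 slx delta 5 strain wells were the positive control but not used for scaling; some compounds called inactive have numbers as strong as hits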
E coli growth: bacterial growth inhibition, counter-screen for AddAB inhibitors; E. coli V3065 growth, OD600 absorbance, 18 h; inhibition, % at 11.9 µM; 330,000 compounds, 0.27% hits; AID 449728;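 active means inhibition above the campaign's mean inhibition across all tested compounds plus 3 SD, cut at about 9.9% in these data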;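 further: uninfected addAB+ strain grown without phage in ampicillin broth; 0% = DMSO wells and 100% = ciprofloxacin 0.95 µg/ml wells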
phage Ecoli inh: E. coli growth loss with phage present; 360,000 compounds, 0.26% hits; growth absorbance; inhibition, % at 11.9 µM; in the data active means inhibition above about 11%
MOR-DOR ag: agonists of human mu-delta opioid receptor heterodimerization; cells, OPRM1-OPRD1 heterodimerization, luminescence; activation, % at 9.3 µM; P35372+P41143; AID 504326; 340,000 compounds, 0.3% hits; in the data active means activation above about 18%;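 further: 0% = vehicle-treated cells and 100% = reference agonist; values of inactives mirror those of a sister screen read the other way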
AddAB inh: less growth of phage-infected E. coli with AddAB. E. coli expressing H. pylori AddAB, absorbance growth. 330,000 compounds, 0.29% hits. inhibition, % at 11.9 µM; in the data active means inhibition above about 12%;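 further: 0% = vehicle wells of infected cells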
MOR-DOR inv ag: inverse agonist of human OPRM1-OPRD1 heterodimerization; cell-based MOR-DOR heterodimer luminescence, inverse agonism; 340,000 compounds, 0.21% hits; inhibition, % at 9.3 µM; P35372+P41143; AID 504357; in the data active means inhibition above about 22%, passing the limit was not always enough;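 further: 0% = cells with DMSO and 100% = wells without cells with DMSO; values of inactives mirror those of a sister screen read the other way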
HTR5A ag: counter-screen for OPRM1-OPRD1 agonists: human HTR5A agonism; activation, % at 9.3 µM; 340,000 compounds, 0.61% hits; P47898; HTR5A agonist assay, luminescence, cell-based; AID 504692; in the data active means activation mostly above about 9.5%, no sharp cut-off; inactive means mostly below about 7.6%;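 further: 0% = cells with vehicle only and 100% = reference agonist; strong numbers were not always called active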
HTR5A inv ctr: counter-screen for OPRM1-OPRD1 inverse agonists: human HTR5A inverse agonism. P47898. HTR5A cell line, luminescence. inhibition, % at 9.3 µM. 340,000 compounds, 0.083% hits; in the data active means inhibition mostly above about 23%, no sharp cut-off; inactive means mostly below about 18%;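 further: 0% = cells with DMSO and 100% = no-cell wells with DMSO; some compounds called inactive have numbers as strong as hits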
Numbers without * were called inactive; . = not tested or not shown. Rows were taken by chance. Share with any hit: about 3.2%.

SMILES | DSG3 Ab inh | PfHsp90 yeast 2 | PKA-R1A activ | SUMO Mot1 rescue | E coli growth | phage Ecoli inh | MOR-DOR ag | AddAB inh | MOR-DOR inv ag | HTR5A ag | HTR5A inv ctr
CCOC(=O)CSc1nnc(CCCCCN2C(=O)c3cccc4cccc(c34)C2=O)o1 | 87 | . | -3 | -2 | 1.3 | 3.4 | 0.2 | -0.6 | -1 | 1 | -4
O=CNc1ccccc1Oc1ccccc1 | 96 | 8 | -7 | -12 | -0.9 | -0.8 | -1.1 | 0.4 | 7 | -3 | -9
CC(C)(C)OC(=O)N[C@@H](Cc1ccccc1)C(=O)NCC1CCC(C(=O)N[C@@H](CCC(N)=O)C(=O)O)CC1 (some centres not stated) | 112 | 12 | -12 | -28 | . | 0.1 | -2.3 | . | 11 | -1 | 2
COCC(C)NC(=O)CCc1nnc(C2(c3ccc(Cl)cc3)CCC2)o1 (configuration not stated) | 105 | -31 | 6 | -2 | 2.5 | 4.8 | -0.4 | 0.7 | 3 | -2 | 4
CCC(=O)Nc1nnc(-c2ccc(OC)cc2)o1 | 108 | 5 | -4 | -9 | -1.6 | -0.5 | -3.6 | 2.0 | 18 | 11 | -31
CCCOc1ccc(NC(=O)CNC(=O)c2cc(OC)cc(OC)c2)cc1OCCC | 98 | -19 | -6 | -13 | 0.9 | 2.7 | 3.3 | -0.9 | -15 | 1 | -4
O=C(NCc1ccccc1OC(F)(F)F)C1CCC(=O)N(C2CC2)C1 (configuration not stated) | 101 | -12 | -5 | 4 | . | 1.7 | -2.7 | . | 14 | 7 | -16
COC(=O)[C@@H]1Cc2c([nH]c3ccccc23)C(C)(C)N1C(=O)CCl | 113 | -4 | -2 | -13 | . | 1.7 | 37* | . | -172 | 41* | -147
COc1ccccc1CCC(=O)Nc1cccc(S(=O)(=O)N2CCCCCC2)c1 | 96 | . | -6 | 2 | 1.4 | 1.1 | 1.8 | -0.2 | -10 | 4 | -4
Cc1cccc(OCC(=O)N2CCOCC2)c1 | 102 | 7 | -12 | -6 | 2.0 | 4.2 | -2.5 | 4.0 | 11 | 1 | 26
CC(C)C1(CCNC(=O)c2cccs2)CCOC(C)(C)C1 (configuration not stated) | 94 | 24 | -6 | -2 | -0.2 | 2.1 | -1.4 | -2.1 | 7 | 3 | -10
COc1ccc(Cn2c(O)c(C=Nc3ccccc3C(=O)O)c3ccccc3c2=O)cc1 | 108 | -19 | -4 | 345 | 1.8 | 2.4 | 3.9 | 1.2 | -21 | 6 | -17
CC1(C)CC2CC(C)(CN2C(=O)c2cccs2)C1 (configuration not stated) | 109 | -6 | 4 | -11 | -2.0 | 1.7 | -2.7 | -0.2 | 17 | 0 | -15
CCOC(=O)Cc1csc(NC(=O)Nc2ccc(F)cc2)n1 | 101 | -5 | 4 | -8 | 4.1 | 5.4 | 4.2 | 3.4 | -22 | -2 | -23
CCN(CC)c1ccc(-c2nn3c(-c4ccccc4OC)nnc3s2)cc1 | 92 | 3 | -9 | 2 | -0.2 | . | -0.2 | 0.5 | 1 | 2 | -20

Arranged by the number under PfHsp90 yeast 2 (highest first): three of the compounds above
canonical_smiles | PfHsp90 yeast 2
Cc1cccc(OCC(=O)N2CCOCC2)c1 | 7
CCOC(=O)Cc1csc(NC(=O)Nc2ccc(F)cc2)n1 | -5
COCC(C)NC(=O)CCc1nnc(C2(c3ccc(Cl)cc3)CCC2)o1 (configuration not stated) | -31

Returning to the listing, starting two compounds before the break.
SMILES | DSG3 Ab inh | PfHsp90 yeast 2 | PKA-R1A activ | SUMO Mot1 rescue | E coli growth | phage Ecoli inh | MOR-DOR ag | AddAB inh | MOR-DOR inv ag | HTR5A ag | HTR5A inv ctr
CCOC(=O)Cc1csc(NC(=O)Nc2ccc(F)cc2)n1 | 101 | -5 | 4 | -8 | 4.1 | 5.4 | 4.2 | 3.4 | -22 | -2 | -23
CCN(CC)c1ccc(-c2nn3c(-c4ccccc4OC)nnc3s2)cc1 | 92 | 3 | -9 | 2 | -0.2 | . | -0.2 | 0.5 | 1 | 2 | -20
Nc1c(C(=O)CSc2nncn2-c2ccccc2)c(=O)[nH]c(=O)n1C1CC1 | 108 | -19 | 11 | 1 | 0.7 | 0.0 | -2.3 | 0.6 | 9 | -1 | 11
COc1ccccc1C(=O)NCC(=O)OCC(=O)NNC(=O)c1ccc(Br)cc1 | 94 | . | -4 | -8 | -1.7 | 0.6 | -2.2 | 0.1 | 12 | 2 | -6
CCNC(=S)NNC(=O)C(c1ccccc1)c1ccccc1 | 100 | 11 | -16 | -5 | -1.3 | -1.6 | -2.8 | 1.0 | 16 | -6 | -10
O=C(Cn1ccc([N+](=O)[O-])n1)NCc1cccs1 | 98 | -1 | -12 | -5 | 4.5 | 2.0 | -0.9 | 5.9 | 5 | 4 | -11
Cc1cc(S(=O)(=O)N2CCC3(CC2)OCCO3)c(C)cc1Cl | 104 | 11 | -6 | -1 | -1.3 | -0.8 | -5.8 | 2.6 | 19 | 3 | 0

Some entries already given, limited to MOR-DOR ag:
| structure | MOR-DOR ag |
| --- | --- |
| O=CNc1ccccc1Oc1ccccc1 | -1.1 |
| CC(C)(C)OC(=O)N[C@@H](Cc1ccccc1)C(=O)NCC1CCC(C(=O)N[C@@H](CCC(N)=O)C(=O)O)CC1 (some centres not stated) | -2.3 |
| COCC(C)NC(=O)CCc1nnc(C2(c3ccc(Cl)cc3)CCC2)o1 (configuration not stated) | -0.4 |
| CCC(=O)Nc1nnc(-c2ccc(OC)cc2)o1 | -3.6 |
| CCCOc1ccc(NC(=O)CNC(=O)c2cc(OC)cc(OC)c2)cc1OCCC | 3.3 |
| O=C(NCc1ccccc1OC(F)(F)F)C1CCC(=O)N(C2CC2)C1 (configuration not stated) | -2.7 |
